tim10-1 inh = growth inhibitors of tim10-1 mutant yeast, primary screen, luminescence, uHTS; S. cerevisiae tim10-1 ts strain growth, BacTiter-Glo, 24 h; inhibition, % at 20 µM; 330,000 tested, 2.2% active;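 active means inhibition of at least 40%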;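 further: mutant grown at 25 °C; 0% = DMSO wells with yeast and 100% = wells holding no yeast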
ATG4B inhibitor = ATG4B protease inhibitors, primary screen, biochemical, fluorescence, uHTS; Cysteine protease ATG4B (Homo sapiens), Q9Y4P1; ATG4B cleavage of LC3-PLA2, NBD-HPC fluorescence, 1 h; inhibition, % at 8.33 µM; 340,000 tested, 0.51% active; AID 504462, 2011; in the data active means inhibition above about 40%
TIM10 inh = growth inhibitors of isogenic TIM10 control yeast, primary screen, counter-screen for tim10-1 yeast inhibitor project, luminescence, uHTS | S. cerevisiae TIM10 strain growth, BacTiter-Glo luminescence, 24 h | inhibition, % at 10 µM | 330,000 tested, 1.4% active | AID 463195, 2010;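 active means inhibition of 40% or more at the single tested concentration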;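 further: wild-type TIM10 isogenic control strain grown at permissive 25 °C; 0% = DMSO yeast wells and 100% = minimal medium wells without yeast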
mIAP activ = activators of mouse IAP, primary screen, biochemical, luminescence, uHTS | muIAP, CDP-Star luminescence, 30 min; active compounds read high; 1 = vehicle-only enzyme signal, 0 = enzyme-free wells | intestinal alkaline phosphatase [Mus musculus] | AID 2805, 2010 | activation factor at 10 µM | 330,000 tested, 0.24% active;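 active means activation factor of at least 2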; further: the source names both 10 and 20 µM as test concentration; values of inactives mirror those of a sister screen read the other way
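System: mouse IAP enzyme. Reagent: CDP-Star chemiluminescent phosphatase substrate. Benchmarks: DMSO wells, no-enzyme wells. Times: 30 min enzyme-substrate-compound incubation at room temperature. Detection: luminescence from enzymatic CDP-Star hydrolysis. Doses: test compounds delivered from DMSO solution.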
Apaf1 inhib = inhibitors of human Apaf-1 apoptosome, primary screen, biochemical, DEVD-Rh110 fluorescence, uHTS; inhibition, % at 20 µM; AID 489030, 2010; reconstituted apoptosome caspase-3 activity; Apoptotic protease-activating factor 1 (Homo sapiens), O14727; 330,000 tested, 0.71% active; active means inhibition of at least 40% at 20 µM;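 further: plate controls were DMSO wells for no effect and DEVD-CHO caspase inhibitor wells for full effect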
Target sequence (O14727 whole entry, looked up): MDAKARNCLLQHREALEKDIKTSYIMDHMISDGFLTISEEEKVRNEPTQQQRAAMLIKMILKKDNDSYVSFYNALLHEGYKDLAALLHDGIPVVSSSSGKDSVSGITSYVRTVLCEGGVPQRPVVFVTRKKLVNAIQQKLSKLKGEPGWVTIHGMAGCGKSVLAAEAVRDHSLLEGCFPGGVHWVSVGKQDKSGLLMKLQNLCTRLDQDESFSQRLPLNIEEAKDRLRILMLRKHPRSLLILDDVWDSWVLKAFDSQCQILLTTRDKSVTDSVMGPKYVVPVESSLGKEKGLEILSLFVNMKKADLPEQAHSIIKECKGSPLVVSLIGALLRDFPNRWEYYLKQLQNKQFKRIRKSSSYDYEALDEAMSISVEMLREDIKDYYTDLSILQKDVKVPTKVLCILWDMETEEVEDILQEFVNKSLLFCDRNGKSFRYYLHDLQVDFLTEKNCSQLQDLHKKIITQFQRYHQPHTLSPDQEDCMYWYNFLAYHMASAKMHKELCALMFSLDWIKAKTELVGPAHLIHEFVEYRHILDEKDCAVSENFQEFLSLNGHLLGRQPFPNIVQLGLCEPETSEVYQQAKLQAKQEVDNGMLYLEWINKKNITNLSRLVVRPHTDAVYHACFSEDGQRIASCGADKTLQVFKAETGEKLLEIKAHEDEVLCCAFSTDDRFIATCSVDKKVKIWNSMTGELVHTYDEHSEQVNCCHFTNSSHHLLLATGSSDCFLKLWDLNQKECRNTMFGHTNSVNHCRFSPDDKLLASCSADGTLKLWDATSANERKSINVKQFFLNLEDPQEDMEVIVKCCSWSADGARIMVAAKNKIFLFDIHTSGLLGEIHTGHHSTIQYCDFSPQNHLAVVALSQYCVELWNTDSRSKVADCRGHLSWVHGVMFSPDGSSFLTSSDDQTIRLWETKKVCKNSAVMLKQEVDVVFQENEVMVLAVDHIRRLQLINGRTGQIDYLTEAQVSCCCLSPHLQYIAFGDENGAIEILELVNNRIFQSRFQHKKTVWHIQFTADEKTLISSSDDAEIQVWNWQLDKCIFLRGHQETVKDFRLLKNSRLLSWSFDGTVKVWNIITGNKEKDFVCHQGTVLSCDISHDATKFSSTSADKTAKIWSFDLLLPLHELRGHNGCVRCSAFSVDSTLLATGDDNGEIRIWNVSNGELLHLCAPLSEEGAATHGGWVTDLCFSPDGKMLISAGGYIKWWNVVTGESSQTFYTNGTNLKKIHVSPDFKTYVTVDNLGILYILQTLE
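Material: reconstituted apoptosome with Apaf-1, cytochrome c, caspase-9, procaspase-3, dATP. Technique: Rh110 fluorescence intensity. Buffer or medium: pH 7.5 Hepes buffer with CHAPS, BSA, DTT. Times: 30 min plus 50 min, RT.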
hIAP inh = human IAP inhibitors, primary screen, biochemical, luminescence, uHTS. inhibition, % at 10 µM. 330,000 tested, 0.12% active. purified IAP, CDP-Star luminescence, 30 min. AID 2544, 2010. Intestinal-type alkaline phosphatase (Homo sapiens), P09923;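 active means inhibition reaching a set limit with compound at 10 µM in the primary screen, cut at about 35% in these data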;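 further: plate controls were DMSO wells with enzyme for no effect and no-enzyme buffer wells for full effect; values of inactives mirror those of a sister screen read the other way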
hIAP activ = human IAP activators, primary screen, biochemical, luminescence, uHTS | Intestinal-type alkaline phosphatase (Homo sapiens), P09923 | activation factor at 10 µM | purified human IAP, CDP-Star luminescence, 30 min; active compounds read high; 1 = vehicle-only enzyme, 0 = enzyme-free background | 330,000 tested, 0.16% active;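 active means activation factor of the enzyme at least 2-fold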; further: the source names both 10 and 20 µM as test concentration; values of inactives mirror those of a sister screen read the other way
NLRP3 yeast inh = NALP3 inflammasome inhibitors in reconstituted yeast, primary screen, luminescence, uHTS; Yeast reconstituted NLRP3/ASC/caspase-1, beta-gal luminescence, 24 h; inhibition, % at 10 µM; 330,000 tested, 0.39% active;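 active means inhibition of 50% or more; inactive means inhibition below 50%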;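 further: plate controls were induced DMSO wells for no effect and uninduced yeast grown without galactose for full effect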
mIAP block = inhibitors of mouse IAP, primary screen, biochemical, luminescence, uHTS | intestinal alkaline phosphatase [Mus musculus] | purified mouse IAP, CDP-Star luminescence, 30 min | inhibition, % at 10 µM | 330,000 tested, 0.2% active;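 active means inhibition of at least 40% at 10 µM in the primary screen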;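 further: plate controls were DMSO with enzyme for no effect and no enzyme wells for full effect; values of inactives mirror those of a sister screen read the other way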
* = called active by the depositor; . = not tested or not shown. Rows are unselected (roughly 4.5% active in at least one column).

SMILES	tim10-1 inh	ATG4B inhibitor	TIM10 inh	mIAP activ	Apaf1 inhib	hIAP inh	hIAP activ	NLRP3 yeast inh	mIAP block
CCOC(=O)C(C)Sc1nc2ccccc2c(=O)n1CC1CCCCC1 (centres undefined)	5	41*	-3	1	0	13	0.87	-2	0
Cn1ccnc1SCc1cccc([N+](=O)[O-])c1	0	-16	8	0.91	-1	11	0.89	15	9
COc1ccc(NC(=O)c2cc(-c3ccc(C)o3)nc3ccccc23)cc1	14	-6	5	0.93	0	13	0.87	14	7
CC(C)CC(OC(=O)c1nsc(Cl)c1Cl)C(=O)NC1CCCC1 (centres undefined)	24	-4	0	0.95	17	20	0.8	17	5
CCOC(=O)Cc1csc(NC(=O)CN2C(=O)c3ccccc3S2(=O)=O)n1	8	-14	2	0.92	-4	-107	2.1*	0	8
Cc1cc(SCC(=O)N/N=C/c2ccco2)nc2ccccc12	40*	8	3	0.71	18	-18	1.2	6	29
Cc1ccc(-c2nc(Nc3ccc(O)cc3)c3ccccc3n2)cc1	14	3	27	0.97	10	-2	1	43	3
CCC(C)(C)n1nnnc1C(c1ccc(OC)c(OC)c1)N1CCN(c2ccc(F)cc2)CC1 (centres undefined)	20	7	10	0.98	5	-16	1.2	-10	2
O=C(Nc1ccccn1)c1cccc(S(=O)(=O)N2CCc3ccccc3C2)c1	17	-4	29	0.85	16	2	0.98	13	15
O=C(c1ccc(Br)s1)N1CCN(S(=O)(=O)c2ccccc2)CC1	23	-4	2	1.1	10	4	0.96	23	-6
COc1ccccc1-c1noc(-c2ccco2)n1	15	0	19	0.88	-2	1	0.99	15	12
Cc1ccc(CC2CC(=O)N(CC(=O)O)C2=O)cc1 (centres undefined)	4	2	10	0.94	-11	-5	1.1	-17	6
CCOCC(=O)Nc1nc2ccc(OC)cc2s1	23	6	0	1	7	26	0.74	8	-2
O=C(O)CCc1nc(-c2ccccc2)c(-c2ccccc2)o1	2	.	-1	1.1	7	-4	1	-4	-7
CC(C)c1ccc(OCC(=O)Nc2ccncc2)cc1	23	2	13	1	-7	-14	1.1	27	-2
O=C(c1ccccc1)c1ccc(OCC(O)CNC2CCCc3ccccc32)cc1 (centres undefined)	22	3	6	0.92	52*	-7	1.1	23	8
CCOc1ccccc1N1CCN(C(=O)CSc2ccc3c(c2)OCCO3)CC1	28	-17	19	0.94	-3	20	0.8	22	6
CCn1c(SCC(=O)NCc2ccc3c(c2)OCO3)nnc1-c1c[nH]c2ccccc12	-1	-13	-15	1.1	-1	-21	1.2	11	-7
O=C(NCc1ccco1)/C(=C\c1ccco1)NC(=O)c1ccco1	1	-4	-7	0.86	-17	0	1	6	14
CCOC(=O)C1C(C)N=C2SCC(=O)N2C1c1cccc(Br)c1 (centres undefined)	11	-11	9	1	2	-8	1.1	-4	0
CCc1ccc2nc(Nc3ccc(OC)cc3OC)c(C#N)cc2c1	7	-6	11	0.88	7	16	0.84	5	12
COc1cc2c(cc1OC)[C@H](Cc1ccc(O)cc1)NCC2	20	12	3	1.1	13	-11	1.1	19	-9
Cc1cc(C)nc(/N=C2\NC(=O)CC(C(=O)O)N2c2ccc(Cl)cc2Cl)n1 (centres undefined)	12	0	6	0.99	5	2	0.98	0	1
CCCN1CCN(C(=O)C2CCN(c3ncnc4c3nc3n4CCCCC3)CC2)CC1	-13	0	-3	1	-8	-2	1	6	-1
CC(Sc1nnnn1C1CC1)C(=O)N1c2ccccc2NC(=O)C1(C)C (centres undefined)	-10	2	1	1.1	16	4	0.96	-5	-13
CC(=O)N1c2ccc(S(=O)(=O)N3CCCC3)cc2CC1C(=O)NC(C)C (centres undefined)	13	-8	-10	0.94	-1	8	0.92	-1	6
Cc1c(NC(=S)N/N=C/c2cccc(O)c2)c(=O)n(-c2ccccc2)n1C	-3	1	1	1	-14	-96	2	22	-4
O=C(CCCSc1nnc(Nc2ccccc2F)s1)N1CCOCC1	22	0	-10	1.1	-4	-8	1.1	7	-11
CCN(CC)S(=O)(=O)c1cccc(S(=O)(=O)N2CCCCC2)c1	27	-9	32	1.1	-3	-16	1.2	10	-8
Cc1nc(Nc2nc3ccccc3o2)nc(C)c1C	-4	9	2	0.96	-6	-78	1.8	18	4
COc1cc(/C=C/c2c([N+](=O)[O-])c(=O)n(C)c(=O)n2C)cc(OC)c1OC	-17	3	3	1	-20	1	0.99	13	-3
CCC1(c2ccccc2)NC(=O)N(CC(=O)Nc2cccc(S(=O)(=O)N3CCCCC3)c2)C1=O (centres undefined)	3	-6	0	1.3	13	1	0.99	4	-29
O=C1c2ccccc2NC(c2ccc(-c3cccc(F)c3)o2)N1O (centres undefined)	12	-16	-7	1	-1	-8	1.1	8	-1
COc1cccc(OCc2cc(C(=O)N3CCN(C)C(c4ccccc4)C3)no2)c1 (centres undefined)	39	8	41*	0.92	7	-5	1.1	21	8
CCOc1ccc(C(=O)CC(Sc2ccc(C)cc2)C(=O)O)cc1 (centres undefined)	20	-1	9	0.95	-4	-10	1.1	11	5
COc1ccc(C(=O)Nc2sc(C)c(-c3ccccc3)c2C#N)cc1OC	16	-17	19	0.9	13	3	0.97	18	10
CCC(C(=O)NCc1ccco1)n1nc(-c2ccc(OC)cc2)ccc1=O (centres undefined)	7	-8	12	0.92	3	11	0.89	8	8
Cc1ccc(NC(=O)C2CCN(S(=O)(=O)c3ccc4c(c3)OCCCO4)CC2)nc1	3	-3	1	1	-4	-10	1.1	33	-2
CCC(C)(C)NC(=O)C(c1ccncc1)N(Cc1ccc(C)cc1)C(=O)c1csnn1 (centres undefined)	15	2	-1	1	8	9	0.91	14	-5
COc1cc(/C=C/C(=O)O)cc(S(=O)(=O)N(C)CCO)c1OC	28	5	12	1	12	13	0.87	12	-2
Fc1cnc(N2CCc3ccccc32)nc1N1CCc2ccccc21	7	1	-7	0.94	-12	11	0.89	-1	6
CCOC(=O)Cn1c(=O)c(-c2cc(Br)ccc2N)nc2ccccc21	-12	-1	-1	0.91	-14	6	0.94	16	9
CC1(C)CC(=O)C2=C(C1)OC(N)=C(C#N)C21C(=O)N(Cc2ccccc2Cl)c2ccccc21 (centres undefined)	-11	-8	-13	0.95	17	-7	1.1	17	5
COc1ccc(C(=O)Nc2ccc3nc(N4CCOCC4)sc3c2)cc1OC	-6	-7	4	1.1	7	-20	1.2	10	-12
C[C@H](CO)N1C[C@H](C)[C@@H](CN(C)C(=O)Nc2ccc3c(c2)OCO3)Oc2c(NC(=O)Nc3ccc(C(F)(F)F)cc3)cccc2C1=O	12	-17	3	1.1	15	-17	1.2	21	-14
COc1cccc(OC)c1C(=O)NNC(=O)c1ccccc1-n1cccc1	-1	2	-8	0.9	-2	-4	1	4	10
COc1ccc(S(=O)(=O)NCc2ccccc2)cc1Br	-10	.	-4	1	6	-5	1.1	5	-5
Cc1ccc(NS(=O)(=O)c2ccc(C(=O)NNC(=O)c3ccccc3O)cc2)cc1	13	0	-6	0.65	9	-66	1.7	12	35

5 structures already listed, sorted by number of heavy atoms, ascending.
SMILES	tim10-1 inh	ATG4B inhibitor	TIM10 inh	mIAP activ	Apaf1 inhib	hIAP inh	hIAP activ	NLRP3 yeast inh	mIAP block
COc1cc(/C=C/C(=O)O)cc(S(=O)(=O)N(C)CCO)c1OC	28	5	12	1	12	13	0.87	12	-2
CCOC(=O)Cn1c(=O)c(-c2cc(Br)ccc2N)nc2ccccc21	-12	-1	-1	0.91	-14	6	0.94	16	9
COc1cccc(OC)c1C(=O)NNC(=O)c1ccccc1-n1cccc1	-1	2	-8	0.9	-2	-4	1	4	10
COc1ccc(C(=O)Nc2ccc3nc(N4CCOCC4)sc3c2)cc1OC	-6	-7	4	1.1	7	-20	1.2	10	-12
Cc1ccc(NC(=O)C2CCN(S(=O)(=O)c3ccc4c(c3)OCCCO4)CC2)nc1	3	-3	1	1	-4	-10	1.1	33	-2

Back to the main list, starting 2 compounds before the break.
SMILES	tim10-1 inh	ATG4B inhibitor	TIM10 inh	mIAP activ	Apaf1 inhib	hIAP inh	hIAP activ	NLRP3 yeast inh	mIAP block
COc1ccc(S(=O)(=O)NCc2ccccc2)cc1Br	-10	.	-4	1	6	-5	1.1	5	-5
Cc1ccc(NS(=O)(=O)c2ccc(C(=O)NNC(=O)c3ccccc3O)cc2)cc1	13	0	-6	0.65	9	-66	1.7	12	35
COC(=O)/C(NC(C)=O)=C(\C)c1ccc(Cl)cc1	10	-1	-3	0.94	1	2	0.98	-8	6
CCCCN1C(=O)N(c2ccc(Cl)cc2)C(C)(O)CC1(C)C (centres undefined)	17	2	3	1.1	1	-2	1	10	-9
FC(F)(F)c1ccncc1-c1nnnn1-c1ccc(Cl)cc1	6	5	8	0.98	-16	17	0.83	-5	2
COc1ccc(-c2csc(NC(=S)NC(=O)c3ccco3)n2)cc1Br	7	-4	-2	0.78	1	18	0.82	8	22
CCOc1cc(CNC2CCCC2)c(Cl)cc1OCC(=O)Nc1ccccc1	8	0	1	1.1	8	-10	1.1	14	-14
CC1(C)C(=O)OC(c2cc(Br)ccc2O)C(C)(C)C1=O (centres undefined)	11	4	6	0.87	-3	-2	1	5	13
Cn1nc(C(=O)NCC2COc3ccccc3O2)c2ccccc2c1=O (centres undefined)	22	-4	13	1	-7	16	0.84	10	0
CN(CC(=O)Nc1ccccc1Sc1ccccc1)Cc1nc2ccccc2c(=O)[nH]1	26	-4	4	1.1	22	-74	1.7	-3	-7
O=C1C(=O)N(Cc2cccs2)c2ccccc21	-9	-5	-9	1	8	32	0.68	0	0
CCCCCc1c(C)c(C#N)c2nc3ccccc3n2c1-n1ccnc1C	20	-1	26	0.93	14	-5	1	11	7

Whole records, quoted from the list.
CCC(C)(C)NC(=O)C(c1ccncc1)N(Cc1ccc(C)cc1)C(=O)c1csnn1 (centres undefined) in the list: tim10-1 inh = 15; ATG4B inhibitor = 2; TIM10 inh = -1; mIAP activ = 1; Apaf1 inhib = 8; hIAP inh = 9; hIAP activ = 0.91; NLRP3 yeast inh = 14; mIAP block = -5
CCOCC(=O)Nc1nc2ccc(OC)cc2s1 in the list: tim10-1 inh = 23; ATG4B inhibitor = 6; TIM10 inh = 0; mIAP activ = 1; Apaf1 inhib = 7; hIAP inh = 26; hIAP activ = 0.74; NLRP3 yeast inh = 8; mIAP block = -2
COc1cc(/C=C/c2c([N+](=O)[O-])c(=O)n(C)c(=O)n2C)cc(OC)c1OC in the list: tim10-1 inh = -17; ATG4B inhibitor = 3; TIM10 inh = 3; mIAP activ = 1; Apaf1 inhib = -20; hIAP inh = 1; hIAP activ = 0.99; NLRP3 yeast inh = 13; mIAP block = -3
